# From PubChem BioAssay
# KB-3-1 cytotox: qHTS assay for MDR1-selective chemotherapeutics: Primary screen using the parental adenocarcinoma cell KB-3-1; KB-3-1 viability, CellTiter-Glo ATP luminescence, 72 h; Potency, µM (highest dose often 46.1 µM), for the others: at the highest dose activity change, negative = cytotoxic, hits mostly cytotoxic; hit rate 1.4% among 400,000; AID 1347075, 2019; also: nearly all actives have a fitted effect of over 60% in size
#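 Luminescent ATP read-out (CellTiter-Glo) measures survival of drug-naive KB-3-1 cells after 72 h compound exposure at 37 °C. Titration series was screened from lowest to highest concentration, with DMSO vehicle plates as background controls.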
# KB-V1 cytotox: qHTS assay for MDR1-selective chemotherapeutics: Primary screen using the drug-selected MDR subline cells KB-V1; KB-V1 MDR cells viability, CellTiter-Glo, 72 h; Potency, µM (titrated, usually from 46.1 µM), without a hit: at the top dose activity change, negative = cytotoxicity, most hits filed as cytotoxic; hit rate 3.4% among 400,000; also: nearly all actives have a fitted effect of over 60% in size
#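 Potencies derive from concentration-effect curves fitted to normalized luminescence (CellTiter-Glo) of KB-V1 cells treated for 72 h at 37 degrees C in phenol-red-free DMEM containing 10% FBS.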
# ATXN2 expr inh: Primary qHTS for Inhibitors of ATXN expression; HEK-293 ATXN2-luciferase reporter, luminescence, 24 h; Potency, µM (doses to about 57 µM), without a hit: top-dose activity change, negative = inhibition, actives largely listed as inhibitors; hit rate 0.72% among 360,000; also: nearly all actives have a fitted effect of over 55% in size
#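 ATXN2-luciferase reporter cells (luciferase flanked by upstream and downstream ATXN2 gene portions) were treated 24 h at 37 °C with compounds at up to 57 uM. SteadyGlo luminescence gave expression; GF-AFC fluorescence gave viability.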
# Starred values were filed as active, the others as inactive; ? = inconclusive; [ ] = another dose, or the depositor's remark. Calls follow the shape of the dose curve; as a rule, active = well fitted curve in the direction sought with a large enough effect; inconclusive = small, poorly fitted or top-dose-only effect, or another doubt; inactive = no such curve, though single readings can be large; an effect the other way counts as inactive or inconclusive. % is scaled to controls: 0 for no effect and ±100 for the full control effect; potency is read from the fitted curve at half-maximal effect. An excerpt. The share of hits here may be higher or lower than overall.
SMILES,KB-3-1 cytotox,KB-V1 cytotox,ATXN2 expr inh
CCCOc1cccc(C2c3c(oc4cc(C)c(C)cc4c3=O)C(=O)N2CCCN2CCOCC2)c1 (stereo not given),?,1%,?
O=C(Cn1cc(S(=O)(=O)c2ccccc2)c(=O)c2cc(Cl)ccc21)Nc1ccc2c(c1)OCO2,2%,?,9%
CCN1CCOC(=O)C1CC(=O)Nc1cccc(OC)c1 (stereo not given),10%,?,39%
Cc1c(CNC2CCC(C)CC2)c(C(=O)O)c(C)n1Cc1ccccc1F (stereo not given),3%,?,-2%
Cc1ccc(NC(=O)C2CCCN(C(=O)c3cnn(-c4ccccc4)c3-n3cccc3)C2)cc1 (stereo not given),?,?,-10%
CCn1c(CNC(=O)C23CC4CC(CC(C4)C2)C3)nnc1SCC(=O)Nc1ccc(C)cc1,-1%,-6%,-17%
Cc1ccc(CCNC(=O)c2ccc(CS(=O)(=O)Cc3ccc(Cl)cc3)o2)cc1,0%,-6%,4%
FC(F)(F)c1cc(-c2ccccc2)nc2cc(-c3ccccc3)nn12,21%,0%,13%
Cc1ccc(-c2nc(C(=O)Nc3cccc(C#N)c3)c3n2CCCCC3)cc1,21%,?,-2%
CC1CCC(Nc2nc3c(-c4cccc(C(F)(F)F)c4)nnn3c3ccccc23)CC1 (stereo not given),14%,-2%,8%
CCOC(=O)c1cnc2ccc(OCC)cc2c1Nc1cc(Cl)c(OC)cc1OC,3%,0%,-2%
COc1ccc(-c2nc3cc(NC(=O)c4cc5ccccc5o4)ccc3o2)cc1,2%,18%,25%
COc1ccc(Cl)cc1NC(=O)NCCc1c(C)nn(C)c1C,6%,20%,-7%
CCCCn1cc2c(c1-c1ccc(Br)cc1)c(=O)n(C)c(=O)n2C,-26%,-19%,-25%
CCOCCc1nn2c(=O)cc(COC(=O)c3cccs3)nc2s1,18%,?,11%
CCOc1ccc(NC(=O)CSc2ncc3c(n2)-c2ccccc2N(Cc2ccccc2C)S3(=O)=O)cc1,10%,-7%,5%
CNC(=O)c1c(NC(=O)Cc2coc3ccc(C)cc23)sc2c1CCCC2,-3%,-3%,-6%
COc1cccc(NC(=O)Cn2c(=O)n(-c3ccccc3)c(=O)c3c2c2cc(OC)ccc2n3C)c1,5%,-19%,12%
COc1ccc(CCNC(=O)c2ccc(Cn3c(=O)c4ccccc4n(CC(=O)C(C)(C)C)c3=O)cc2)cc1OC,0%,-12%,-13%
Cc1cccc(-c2nnc(SCc3cc(=O)c4cccc(Cl)c4[nH]3)n2C)c1,-16%,-8%,?
COC(=O)C1CCN(CC(=O)Nc2cc(C)c3c(=O)oc4ccccc4c3n2)CC1,-8%,6%,0%
CCOc1cc(C2c3c(oc4ccccc4c3=O)C(=O)N2Cc2ccccc2Cl)ccc1O (stereo not given),0%,17%,10%
CCOc1ccc(C2CC(=O)Nc3cc4c(cc32)OCO4)cc1OC (stereo not given),-8%,?,-3%
COC(=O)c1sccc1S(=O)(=O)N(CC(=O)Nc1c(C)cccc1C)c1ccc(C)c(C)c1,0%,0%,-10%
Cn1c(CN2CCOCC2)nc2cc(NC(=O)c3ccccc3[N+](=O)[O-])ccc21,1%,?,9%

# Some entries already given, reduced to KB-V1 cytotox.
SMILES	KB-V1 cytotox
CC1CCC(Nc2nc3c(-c4cccc(C(F)(F)F)c4)nnn3c3ccccc23)CC1 (stereo not given)	-2%
CCOC(=O)c1cnc2ccc(OCC)cc2c1Nc1cc(Cl)c(OC)cc1OC	0%

# (list continues)
SMILES,KB-3-1 cytotox,KB-V1 cytotox,ATXN2 expr inh
CC(C)(C)n1cnc2cc(NCc3ccccc3Cl)ccc21,-14%,19%,0%
Cc1ccc(NC(=O)CSc2nc3ccccc3c3nc(CCn4c(C)nc5ccccc54)nn23)cc1F,?,?,?
CCOc1ccccc1N(CC)C(=O)c1noc2c1COc1ccc(C)cc1-2,?,?,-26%
Cc1cc(C)cc(NC(=O)CCn2cnc3ccccc3c2=O)c1,1%,-9%,-19%
CC(C)(C)C(=O)OC1=CN(Cc2ccccc2)S(=O)(=O)c2ccccc21,8%,-1%,6%
Cc1cc(C)c2c(C)c(C(=O)N3CCC(c4nc5ccccc5s4)CC3)oc2c1,-15%,-16%,-15%
Cc1ccc(Cl)cc1-n1c(=O)c2sc3ccccc3c2n(Cc2ccccc2)c1=O,4%,-7%,2%
CN(CC(=O)Nc1ccc(F)cc1F)S(=O)(=O)c1cccc2nsnc12,2%,13%,0%
COc1ccccc1NC(=O)c1cc2c(n(-c3ccc(C)cc3)c1=O)CC(C)(C)CC2=O,23%,?,2%
N#C/C(=C\c1ccc(-c2ccc(C(=O)O)cc2)o1)C(=O)Nc1ccccc1C(=O)O,3%,?,14%
CCCCc1ccc(NS(=O)(=O)c2ccc(N3CCCCS3(=O)=O)cc2)cc1,-17%,?,-16%
CCc1cccc(NC(=O)Cn2nc(-c3ccc(OC)cc3)ccc2=O)c1,-12%,?,-14%
Cc1ccc(NC(=O)CCC(=O)N2Cc3ccccc3Oc3ncccc32)cc1,10%,-9%,1%
CSc1nc2c([nH]c3ccccc32)c(=O)n1-c1ccc(F)cc1,0%,-13%,6%
CCOc1ccc(-c2c(C)nn3c(C)c(C(=O)NCc4ccc(Cl)cc4)cnc23)cc1OCC,6%,1%,-4%
Cn1c(=O)oc2cc(S(=O)(=O)N3CCC(C(=O)N4CCN(c5ccc(Cl)cc5)CC4)CC3)ccc21,?,-19%,-19%
CCc1ccc(NC(=O)CSc2nc(=O)n(Cc3cccnc3)c3c2CCC3)cc1,12%,4%,?
COc1cc(Cl)c(C)cc1NC(=O)Cn1cc(S(=O)(=O)N2CCC(C)CC2)c2ccccc2c1=O,2%,-4%,3%
CCCCN(C)CC(O)Cn1cc(/C=C/C(=O)c2ccc(OC)c(OC)c2)c2ccccc21 (stereo not given),?,0%,22µM*
COc1cccc(CNC(=O)CN2C(=O)CSc3c2c(C)nn3-c2ccccc2)c1OC,-16%,-9%,-15%
CC(C)(C)c1ccc(C(=O)Nc2c(C(=O)c3ccc(F)cc3)oc3ccccc23)cc1,9%,-11%,-1%
O=C(Nc1cccc(Cl)c1)c1cc(-c2ccccc2)on1,17%,24%,45%[activator]
Cc1nc2c(C(=O)NCc3ccccc3Cl)cnn2c(C)c1Cc1ccccc1,-17%,-2%,2%
CCc1ccccc1Nc1ncnc2c1cnn2-c1ccc(C)cc1C,0%,7%,-13%
CCc1ccccc1NC(=O)c1sc(-n2nc(C)c(Cc3ccc4c(c3)OCO4)c2C)nc1C,0%,0%,11%

# 4 structures already listed, arranged by length of the SMILES, rising:
SMILES,KB-3-1 cytotox,KB-V1 cytotox,ATXN2 expr inh
Cc1nc2c(C(=O)NCc3ccccc3Cl)cnn2c(C)c1Cc1ccccc1,-17%,-2%,2%
CCCOc1cccc(C2c3c(oc4cc(C)c(C)cc4c3=O)C(=O)N2CCCN2CCOCC2)c1 (stereo not given),?,1%,?
COc1cc(Cl)c(C)cc1NC(=O)Cn1cc(S(=O)(=O)N2CCC(C)CC2)c2ccccc2c1=O,2%,-4%,3%
COc1ccc(CCNC(=O)c2ccc(Cn3c(=O)c4ccccc4n(CC(=O)C(C)(C)C)c3=O)cc2)cc1OC,0%,-12%,-13%

# Following part
SMILES,KB-3-1 cytotox,KB-V1 cytotox,ATXN2 expr inh
Cc1c(C(=O)Nc2c(F)cccc2F)sc2ncn(Cc3ccccc3F)c(=O)c12,-7%,2%,-21%
COc1ccc(NS(=O)(=O)c2c(C)nc3scc(C)n3c2=O)cc1,-27%,-13%,0%
COc1ccc(Nc2ncc3c(n2)CCN(Cc2cccc(F)c2F)C3)c(OC)c1,?,-3%,2%
COc1ccc(C(=O)c2oc3ccccc3c2NC(=O)COc2cccc(C)c2)cc1,4%,?,14%
O=C(Nc1ccc(F)cc1Cl)C1CCN(c2ncnc3c2nc2n3CCCCC2)CC1,-3%,-33%,-10%
COc1ccc(C)cc1NC(=O)Cn1c(=O)ccc2cc(S(=O)(=O)N3CCCC3)ccc21,1%,2%,10%
COc1cccc(C(=O)N2CCC(N3CCN(Cc4ccc(F)cc4)C(=O)C3=O)CC2)c1,18%,0%,2%
Cc1ccc2cccc(NC(=O)C(C)Oc3ccc(C)c(C)c3)c2n1 (stereo not given),-2%,0%,-17%
CCCCOc1cccc(C(=O)Nc2cc3nn(-c4ccc(F)cc4)nc3cc2C)c1,5%,0%,40%[activator]
COC(=O)c1c(C)sc(-c2c(-c3ccc(F)cc3)[nH]c3[nH]c(=O)[nH]c(=O)c23)c1O,-3%,1%,11%
CCc1ccc(-c2[nH]nc3nc(-c4ccc(OC)cc4)cc(C(=O)NCCCOC)c23)cc1,18%,?,15%
Cn1c(=O)c2c(n3c4ccccc4nc13)NC(=O)CC2c1cccc(Cl)c1 (stereo not given),-11%,1%,-17%
CCc1ccc(NC(=O)CCn2nc(-c3ccccc3OC)c3c(C)cc(C)nc32)cc1,-2%,0%,?
O=C(Nc1ccc2nc(SCC(=O)N3CCc4ccccc43)sc2c1)c1cccc(F)c1,0%,0%,9%
CCOc1ccc(C(=O)Nc2cc(NC(=O)c3ccco3)ccc2OC)cc1Br,4%,-3%,-4%
CCCCN(CC)C(=O)Cn1nc(C)c2c(C)n(-c3ccccc3)nc2c1=O,7%,-14%,-12%
O=C(CSc1nnc(-c2ccc(Cl)cc2)o1)Nc1ccc(F)cc1,?,1%,115%[activator]
Cc1nn(CC(=O)N2CCC(C)CC2)c(=O)c2cc3occc3n12,-13%,-2%,13%
O=C(Cc1ccc(F)cc1)NCCc1csc2nc(-c3ccccc3F)nn12,-1%,-22%,-4%
CCC1CCCCN1Cc1cn2c(-c3ccc(Br)cc3)nnc2s1 (stereo not given),12%,0%,3%
CCOC(=O)Cc1ccc(NC(=O)n2ncc3c(C)cccc32)cc1,21%,10%,-12%
COc1ccc(C)cc1NC(=O)C(=O)NCCc1sc(-c2cccc(C)c2)nc1C,?,?,9%
CCOc1ccc(NC(=O)c2c(NC(=O)c3ccccc3F)sc3c2CCC3)cc1,0%,21%,1%
COCCCNC(=O)C1CCN(Cc2cc3ccccc3n2Cc2cccc(C)c2)CC1,-7%,2%,-22%
O=C(CSc1nc2ccccc2n1Cc1c(F)cccc1Cl)N1CCN(c2ccc(F)cc2)CC1,-13%,6%,11%

# Gathered by group, the compounds so far with a CF3 group
SMILES,KB-3-1 cytotox,KB-V1 cytotox,ATXN2 expr inh
FC(F)(F)c1cc(-c2ccccc2)nc2cc(-c3ccccc3)nn12,21%,0%,13%
CC1CCC(Nc2nc3c(-c4cccc(C(F)(F)F)c4)nnn3c3ccccc23)CC1 (stereo not given),14%,-2%,8%

# Other results follow:
SMILES,KB-3-1 cytotox,KB-V1 cytotox,ATXN2 expr inh
Cc1cccc(NC(=O)c2sc3nc(N4CCOCC4)c4c(c3c2N)CC(C)(C)OC4)c1,-3%,?,1%
Cc1ccc(C)c(CN2C(=O)c3ccccc3S(=O)c3ccc(C(=O)NCc4ccccc4Cl)cc32)c1 (stereo not given),-16%,0%,4%
Cc1ccc(CN2CCSc3ccc(C(=O)NCC(C)c4ccccc4)cc32)cc1 (stereo not given),-19%,0%,19%
CCC12CN3CC(C)(CN(C1)C3c1ccc(O)cc1O)C2=O (stereo not given),0%,22%,12%
CCCSC1=NC2(CCN(C(=O)NC3CCCCC3)CC2)N=C1c1ccccc1,-4%,-3%,0%
COc1ccc(CC(=O)N2CC(=O)Nc3ccc(Br)cc3C2c2ccc(F)cc2)cc1 (stereo not given),3%,-6%,-16%
CCn1cc(C(=O)OCC(=O)Nc2ccc(C)c(Cl)c2)c(=O)c2ccc(C)nc21,18%,?,1%
COc1cc(CN(C(=O)COc2ccc(Cl)c(C)c2)c2ccccn2)cc(OC)c1OC,1%,2%,-2%
CC(=O)N1c2ccc(S(=O)(=O)N3CCCCCC3)cc2CC1C(=O)NCc1ccccc1F (stereo not given),2%,10%,9%
Cc1c(Cl)cccc1NC(=O)Nc1nnc(N2CCCCCC2)s1,19%,9%,-2%
COc1ccc(CC(=O)N2CCc3cc(OC)c(OC)cc3C2COc2cc(C)cc(C)c2)cc1OC (stereo not given),?,-12%,0%
Cc1nc(N2CCCC2)ncc1C(=O)N1CCN(c2ccc(Cl)cc2)CC1,-23%,0%,-9%
COc1ccc(-c2nc3c4ccccc4n(CC(=O)Nc4cc(F)ccc4F)c(=O)n3n2)cc1,6%,0%,1%
Cc1ccc(NC(=O)CSc2nc(=O)n(Cc3ccccn3)c3c2CCC3)cc1F,-8%,-19%,?
COc1ccc(Cn2c(CCC(=O)Nc3cc(OC)c(OC)c(OC)c3)nc3cccnc32)cc1,-8%,-1%,-3%
CCc1ccc(Cn2nnc3c(=O)[nH]c(C4CCCN(C(=O)c5cccc(Cl)c5)C4)nc32)cc1 (stereo not given),-22%,-2%,-18%
